# Screening data deposited in PubChem BioAssay by Sanford-Burnham Center for Chemical Genomics.
# PfGluPho inh: PfG6PD enzyme inhibitors, primary screen, biochemical, fluorescence intensity, uHTS; inhibition, % at 20 µM; 0.78% of 350,000 active; AID 504690, 2011; PfGluPho enzyme, NADPH resazurin-diaphorase fluorescence; glucose-6-phosphate dehydrogenase-6-phosphogluconolactonase (Plasmodium falciparum 3D7);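 active = inhibition reaching at least a set limit at 20 µM in the primary screen, cut at about 59% in these data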;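 also: 0% = DMSO wells with substrate and 100% = DMSO wells lacking glucose-6-phosphate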
# HKDC1 inhibitor: HKDC1 hexokinase inhibitors, primary screen, biochemical, fluorescence, uHTS; 0.16% of 340,000 active; recombinant HKDC1, G6PDH/diaphorase resazurin coupled fluorescence; inhibition, % at 20 µM;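 active = inhibition above about 35% when tested at 20 µM, limit read from the data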;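 also: plate controls were DMSO wells with enzyme for no effect and DMSO wells lacking enzyme for full effect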
#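 Test system: HK5 enzyme. Quantity: 5 µg/mL HK5 final. Reagent: glucose and ATP substrates. Schedule: 90 min reaction incubation at room temperature, dark. Technique: resazurin-to-resorufin fluorescence via G6PDH and diaphorase coupling, 525/613 nm. Control set: DMSO wells with and without enzyme mix.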
# SENP8 block-1: SENP8 protease inhibitors, primary screen, biochemical, luminescence | 1.2% of 330,000 active | inhibition, % at 10 µM | Sentrin-specific protease 8 (Homo sapiens), Q96LD8 | purified SENP8, Z-RLRGG-aminoluciferin cleavage | AID 2540, 2010; in the data active = inhibition above about 50%
# NALP3 yeast inh: NALP3 inflammasome inhibitors in reconstituted yeast, primary screen, luminescence, uHTS; Yeast reconstituted NLRP3/ASC/caspase-1, beta-gal luminescence, 24 h; inhibition, % at 10 µM; 0.39% of 330,000 active; AID 2825, 2010;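 active = inhibition of 50% or more; inactive = inhibition below 50%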;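 also: plate controls were induced DMSO wells for no effect and uninduced yeast grown without galactose for full effect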
# SENP1 FRET inh: human SENP1 catalytic domain inhibitors, primary screen, biochemical, FRET, uHTS | Sentrin-specific protease 1 (Homo sapiens), Q9P0U3 | recombinant SENP1 catalytic domain, CyPet-SUMO1-YPet FRET cleavage | inhibition, % at 10 µM | 0.21% of 360,000 active;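 active = inhibition at least 30% at 10 µM, raw YFP signal under a set limit, fluorescence ratio 0.5 to 1.5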;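 also: 0% = enzyme with DMSO and 100% = no enzyme wells; some results filed as inactive read as strong as hits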
#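 Controls: no-enzyme wells low, DMSO-plus-enzyme wells high control. Test system: human recombinant His6-tagged SENP1 catalytic domain enzyme. Reagent: SFCypet-SUMO1-SFYpet FRET protein substrate, 25 nM final. Doses: one dose per compound, 10 µM, 0.5% DMSO. Detection: FRET, CFP and YFP emission. Timing: 50 min reaction at room temperature.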
# SENP7 inh: SENP7 protease inhibitors, primary screen, biochemical, luminescence, uHTS; Sentrin-specific protease 7 (Homo sapiens), Q9BQF6; recombinant SENP7, Z-RLRGG-aminoluciferin luminescence, 40 min; inhibition, % at 5 µM; 1.5% of 330,000 active; AID 434973, 2010;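 active = inhibition above about 50% at the single test dose, limit read from the data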;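 also: plate controls were DMSO with enzyme for no effect and no enzyme buffer wells for full effect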
# SENP6 block: SENP6 protease inhibitors, primary screen, biochemical, luminescence, uHTS; inhibition, % at 10 µM; Recombinant SENP6 catalytic domain, aminoluciferin luminescence; 1.8% of 330,000 active; Sentrin-specific protease 6 (Homo sapiens), Q9GZR1;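 active = inhibition above about 50% at the single tested dose, limit read from the data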;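 also: plate controls were DMSO wells with enzyme for no effect and DMSO wells lacking enzyme for full effect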
# Apaf1 inhib: inhibitors of human Apaf-1 apoptosome, primary screen, biochemical, DEVD-Rh110 fluorescence, uHTS. 0.71% of 330,000 active. reconstituted apoptosome caspase-3 activity. Apoptotic protease-activating factor 1 (Homo sapiens), O14727. inhibition, % at 20 µM. AID 489030, 2010; active = inhibition of at least 40% at 20 µM;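 also: plate controls were DMSO wells for no effect and DEVD-CHO caspase inhibitor wells for full effect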
# Target sequence (O14727 whole entry, looked up): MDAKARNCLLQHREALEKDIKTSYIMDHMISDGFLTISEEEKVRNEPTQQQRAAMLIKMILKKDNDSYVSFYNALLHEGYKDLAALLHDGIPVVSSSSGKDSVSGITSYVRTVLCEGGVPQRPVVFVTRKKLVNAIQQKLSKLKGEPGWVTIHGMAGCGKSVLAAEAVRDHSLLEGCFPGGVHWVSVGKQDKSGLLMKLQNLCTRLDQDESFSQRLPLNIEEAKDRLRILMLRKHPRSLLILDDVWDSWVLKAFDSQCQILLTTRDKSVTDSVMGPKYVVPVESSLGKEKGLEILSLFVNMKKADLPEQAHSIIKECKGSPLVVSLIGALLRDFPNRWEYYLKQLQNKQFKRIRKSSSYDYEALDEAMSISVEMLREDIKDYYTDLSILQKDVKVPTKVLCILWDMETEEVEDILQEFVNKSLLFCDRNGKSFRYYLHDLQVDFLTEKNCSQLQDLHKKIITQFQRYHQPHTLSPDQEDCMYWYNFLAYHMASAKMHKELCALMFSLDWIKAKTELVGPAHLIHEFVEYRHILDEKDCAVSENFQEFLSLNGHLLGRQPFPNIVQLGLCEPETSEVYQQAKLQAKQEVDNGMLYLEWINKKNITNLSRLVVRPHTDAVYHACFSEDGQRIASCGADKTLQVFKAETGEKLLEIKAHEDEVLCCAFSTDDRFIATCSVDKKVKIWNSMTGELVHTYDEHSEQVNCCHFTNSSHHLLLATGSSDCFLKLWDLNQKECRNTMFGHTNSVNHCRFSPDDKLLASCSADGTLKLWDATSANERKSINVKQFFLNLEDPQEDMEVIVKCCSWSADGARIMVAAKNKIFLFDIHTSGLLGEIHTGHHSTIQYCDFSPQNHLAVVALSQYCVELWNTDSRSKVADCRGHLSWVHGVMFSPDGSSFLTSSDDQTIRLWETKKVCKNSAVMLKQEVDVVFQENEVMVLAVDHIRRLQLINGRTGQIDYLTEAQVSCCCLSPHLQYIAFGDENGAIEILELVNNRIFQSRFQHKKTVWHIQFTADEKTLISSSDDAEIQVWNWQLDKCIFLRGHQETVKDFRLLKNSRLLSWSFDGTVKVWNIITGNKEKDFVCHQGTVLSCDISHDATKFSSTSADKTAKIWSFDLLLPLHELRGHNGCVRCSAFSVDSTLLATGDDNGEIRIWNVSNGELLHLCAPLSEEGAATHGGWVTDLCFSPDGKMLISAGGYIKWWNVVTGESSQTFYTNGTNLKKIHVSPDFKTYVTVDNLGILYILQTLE
#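 System – cell-free apoptosome with Apaf-1, procaspase-3 and caspase-9 · Buffer or medium – pH 7.5 Hepes buffer with CHAPS, BSA, DTT · Also added – cytochrome c with DEVD-Rh110 · Times – 30 min compound preincubation, 50 min activation, room temperature · Technique – Rh110 fluorescence intensity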
# SENP8 block-2: human SENP8 protease inhibitors, primary screen, biochemical, fluorescence, Nedd8 protein substrate, uHTS. AID 602440, 2012. 0.64% of 360,000 active. recombinant SENP8. inhibition, % at 20 µM; in the data active = inhibition mostly above about 40%, no sharp cut-off; inactive = mostly below about 27%
# Starred values were filed as active, the others as inactive; nt = not tested or not shown.
SMILES,PfGluPho inh,HKDC1 inhibitor,SENP8 block-1,NALP3 yeast inh,SENP1 FRET inh,SENP7 inh,SENP6 block,Apaf1 inhib,SENP8 block-2
CC(NC(=O)c1cc2ccccc2oc1=O)c1ccc(O)cc1 (stereo not drawn),-20,-1,-1,11,4,5,-8,6,19
C=CCN1C(=O)/C(=C/c2ccc(O)c(OC)c2)S/C1=N/c1nccs1,-22,-5,-5,36,-30,0,-22,-1,-36
COC(=O)c1cc(C)sc1NC(=O)CN1CCN(C(=O)C2CCCO2)CC1 (stereo not drawn),6,1,0,-1,1,2,5,1,-2
O=c1nc2n(c3cccc(Cl)c13)CCCCC2,-13,-13,1,10,3,4,3,-5,1
CCCCC(=O)N/N=C/c1cc([N+](=O)[O-])ccc1N1CCOCC1,-16,-2,-3,24,-1,5,-10,-3,31
Cc1sc2nc(-c3cccnc3)[nH]c(=O)c2c1-c1ccccc1,51,5,-1,13,-2,-14,-13,15,-375
CCOC(=O)CCC(=O)Nc1ncnc2c1C(c1ccccc1)c1c(ccc3ccccc13)O2 (stereo not drawn),5,5,4,35,1,3,-5,28,-3
Cc1ccccc1NS(=O)(=O)c1nnc(NC(=O)c2ccccc2F)s1,-47,-1,-10,26,1,10,-4,10,-28
CCOC(=O)C1CCCN(Cc2c(F)cccc2Cl)C1 (stereo not drawn),-6,-13,3,13,2,0,14,-7,10
COc1cccc(C(=O)Oc2ccc(N3C(=O)CCC3=O)c(C)c2)c1,-10,-4,-11,15,1,10,0,0,9
COc1ccc(/C=C2\C(=O)ON=C2c2ccccc2)cc1,21,6,10,14,4,-1,5,-1,11
CCC(C)Nc1nc2c(c(=O)[nH]c(=O)n2C)n1CCOc1ccccc1 (stereo not drawn),-4,-4,3,1,1,5,-2,4,10
Cc1ccc(C(=O)Nc2ccccc2C(=O)NCC2CCCO2)cc1 (stereo not drawn),10,-3,-4,19,1,-8,-1,3,-5
CC1(C)CC(=O)C(C=NC2CCCCC2)=C(O)C1,-12,-7,-4,23,0,11,-15,8,25
Cc1c(Cl)c(=O)n2c(=O)c(Cl)c(C)n12,-3,-8,0,-17,-24,5,2,-3,-327
O=C(N1CCOCC1)N1CCC(n2nnc3cc(F)ccc32)CC1,8,5,4,8,30*,-2,31,6,16
COc1cccc(N2CCN(S(=O)(=O)c3ccc4c(c3)CC(C)N4C(=O)C3CC3)CC2)c1 (stereo not drawn),2,1,7,14,1,-5,-4,17,9
COC(=O)CCCC1=CC2=C(c3ccccc3)C(=O)C(C)(OC(=O)C3CCCC3)C(=O)C2=CN1CCCCO (stereo not drawn),19,13,-1,15,-24,6,5,16,48*
O=C(NCc1cccnc1)c1cccnc1-c1nc2ccccc2s1,11,19,0,-10,2,12,-5,11,-56
Cc1cccc(C)c1OCCCCCNCCO,-11,6,4,-5,1,4,5,0,8

# A second format for 2 compounds above:
> COC(=O)c1cc(C)sc1NC(=O)CN1CCN(C(=O)C2CCCO2)CC1 (stereo not drawn)
  PfGluPho inh: 6; HKDC1 inhibitor: 1; SENP8 block-1: 0; NALP3 yeast inh: -1; SENP1 FRET inh: 1; SENP7 inh: 2; SENP6 block: 5; Apaf1 inhib: 1; SENP8 block-2: -2

> CCOC(=O)CCC(=O)Nc1ncnc2c1C(c1ccccc1)c1c(ccc3ccccc13)O2 (stereo not drawn)
  PfGluPho inh: 5; HKDC1 inhibitor: 5; SENP8 block-1: 4; NALP3 yeast inh: 35; SENP1 FRET inh: 1; SENP7 inh: 3; SENP6 block: -5; Apaf1 inhib: 28; SENP8 block-2: -3

# Of the compounds above, these contain two or more sulfur atoms:
SMILES,PfGluPho inh,HKDC1 inhibitor,SENP8 block-1,NALP3 yeast inh,SENP1 FRET inh,SENP7 inh,SENP6 block,Apaf1 inhib,SENP8 block-2
C=CCN1C(=O)/C(=C/c2ccc(O)c(OC)c2)S/C1=N/c1nccs1,-22,-5,-5,36,-30,0,-22,-1,-36
Cc1ccccc1NS(=O)(=O)c1nnc(NC(=O)c2ccccc2F)s1,-47,-1,-10,26,1,10,-4,10,-28

# (more compounds)
SMILES,PfGluPho inh,HKDC1 inhibitor,SENP8 block-1,NALP3 yeast inh,SENP1 FRET inh,SENP7 inh,SENP6 block,Apaf1 inhib,SENP8 block-2
Cc1cc(C(F)(F)F)nc(SCC(=O)Nc2c(C)n(C)n(-c3ccccc3)c2=O)n1,-8,-5,4,-3,2,-3,10,2,10
COC(=O)c1ccccc1NC(=O)C1CCCC1,-10,-3,-10,-9,0,-16,-23,7,-7
O=C(Nc1ccccc1)C1=C[C@H](c2ccc3c(c2)OCO3)C[C@H](OCc2ccc(CO)cc2)O1,8,6,1,22,-1,1,0,19,-6
COc1ccccc1-n1cc(-c2ccccc2)c2c(=S)nc[nH]c21,-11,0,3,10,1,5,-7,15,10
Cc1c(C(=O)Nc2ccc(F)cc2)oc2ccc(S(=O)(=O)N3CC(C)CC(C)C3)cc12 (stereo not drawn),-2,-12,-9,9,0,18,-19,15,4
CCOC(=O)COc1cc2c3c(c(=O)oc2cc1C)CCCC3,-35,-9,4,9,-2,5,2,4,-183
CCC1Cc2c(nc(N)c3c(N)nc(N4CCCCC4)c(C#N)c23)O1 (stereo not drawn),39,13,7,23,-54,-2,14,7,-414
O=C(NCc1n[nH]c(=S)n1-c1ccc(Cl)c(Cl)c1)c1cccs1,19,-11,-6,2,3,-7,-8,4,2
COc1ccc(S(=O)(=O)N2CCCCCC2)cc1C(=O)N(C)CC(=O)Nc1cc(C)ccc1C,-14,-4,-4,25,1,-10,-25,0,14
CCCCN(C)C(=O)c1cn(CC)c2nc(C)ccc2c1=O,-12,-5,-4,-1,2,-8,0,-25,-5
CC(Cc1cccs1)NC(=S)Nc1ccc(Cl)c(Cl)c1 (stereo not drawn),16,-5,3,27,-1,-2,7,1,20
Cc1cc(C)c(S(=O)(=O)N2CCC(C(=O)NCc3ccc(Cl)cc3Cl)CC2)c(C)c1,-2,9,-8,48,1,-7,-9,21,18
CCCC(=O)NC(Nc1ccccc1OC)C(Cl)(Cl)Cl (stereo not drawn),7,-5,0,10,-1,-2,-8,-12,18
Cc1ccc2c(c1)N(C(=O)CCC(=O)NCCCN(C)Cc1ccccc1)CCO2,-4,-8,-5,13,0,4,-8,6,-4
Cc1ncc(CN2CCC(CO)(CCc3ccccc3)CC2)s1,-6,-1,-3,15,1,5,-4,-11,16
Cc1ccc(C)c(-c2nnc(NC(=O)Cc3ccccc3)o2)c1,-31,1,-7,6,-1,-11,-4,-3,3
Cc1cc(OCC(=O)Nc2ccc3oc(-c4ccncc4)nc3c2)ccc1Cl,-14,-3,-4,14,-2,2,-2,3,-320
COc1ccc(S(=O)(=O)n2cnc3ccccc32)cc1,1,-6,-8,11,2,10,3,3,14
O=C(Nc1cccnc1)Nc1ccc(F)c(Cl)c1,10,-2,-5,-4,2,11,1,-12,7
Cc1ccc(Cl)cc1N1CCN(S(=O)(=O)c2ccc3c(c2)OCCO3)CC1,-20,-3,-8,22,1,-6,-10,23,7
O=C(N/N=C/c1ccc[nH]1)c1cc2ccccc2cc1O,26,-5,6,1,-9,-7,37,17,-226
CCc1nnc(NC(=O)c2ccc3nc(CC)c(CC)nc3c2)s1,-26,-3,21,9,1,0,37,4,3
CC1CCCc2sc3nc(NCc4ccco4)n4ncnc4c3c21 (stereo not drawn),11,3,-6,24,-4,-6,-18,33,-10
COc1ccc(C(=O)O/N=C(\N)c2ccc(OC)c(OC)c2)c(OC)c1,0,2,-8,8,-2,0,4,9,30
CC(C)(C)NC(=S)NCc1cccnc1,-8,11,-4,11,-1,-3,9,-5,0
O=S(=O)(c1ccc(Cl)nc1)N1CCc2ccccc21,23,-2,1,12,1,-3,-18,-14,18
Cc1ccccc1-n1ncc2c1CC(C)(C)CC2NC(=O)CCCN1CCCC1=O (stereo not drawn),-6,-7,-9,9,0,-3,7,6,-2
O=C(CNC(=O)c1ccccc1)NCCc1ccc(O)c(O)c1,nt,nt,-1,-2,1,2,-14,2,31
Cn1cnc(S(=O)(=O)N2CCc3ccccc32)c1,-5,-3,-1,6,1,11,-2,-14,25
COc1ccc(-c2cnc(N)n2CC2CCCO2)cc1 (stereo not drawn),8,-6,3,-6,1,2,4,-1,-100
CCC(C)NC(=O)CN(C1CCCCC1)S(C)(=O)=O (stereo not drawn),-1,-13,12,-7,4,-3,10,0,5
C/C(N)=C(/C#N)C(=O)CSc1ncnc2ccccc12,-8,0,0,19,-10,8,11,-7,13
C#CCOCCOCCOCCNc1nc(N2CCN(C(=O)[C@H](CCCN=C(N)N)n3cc(C(N)[C@@H](C)CC)nn3)CC2)nc(N2CCN(C(=O)[C@H](CCC(=O)O)n3cc([C@@H](N)CCCCN)nn3)CC2)n1 (stereo partly drawn),-2,2,-13,12,4,-2,-25,22,16
CN1C(=O)C(C)(C)c2cc(S(=O)(=O)N3CCN(c4ccc(F)cc4)CC3)ccc21,-6,-4,-5,11,2,1,4,2,11
Cc1ccc(C)c(Cn2c3ccccc3c3cnn(CC(=O)NCc4ccccn4)c(=O)c32)c1,-4,0,7,19,3,-18,-15,5,-14
O=C(COc1cccc2ccccc12)NNC(=O)C1CCCO1 (stereo not drawn),-11,-6,6,1,-2,-1,-4,-10,15
Cc1[nH]n(-c2ccccc2)c(=O)c1N=Nc1ccc2c(c1)OCO2,16,-1,3,9,9,2,-6,-10,46*
CCOC(=O)C1CCN(C(c2cc3ccc(C)c(C)c3[nH]c2=O)c2nnnn2C2CCCCC2)CC1 (stereo not drawn),-11,4,2,7,-32,5,3,5,-58
COC(=O)/C=C/C(=O)Nc1cccc(C(F)(F)F)c1,12,-14,-8,35,4,-2,-22,6,6
CC(C)C(=O)N1C2CCC1CC(O)(c1ccc(F)cc1)C2 (stereo not drawn),4,0,-8,-3,0,-5,-23,-1,20
CC(C)OCCCNC(=O)c1cn(C)c2ccc(S(=O)(=O)N(C)C3CCCCC3)cc2c1=O,7,-2,0,-4,-1,-5,-6,4,8
CC(C)NC(=O)CCn1c(=S)oc2ccccc21,-6,-12,-2,1,0,3,7,1,18
CC1(C)C(=O)Nc2ccccc2N1C(=O)COC(=O)c1ccc([N+](=O)[O-])o1,12,3,2,32,1,4,16,12,34
COc1ccccc1NC(=O)C(=O)N/N=C(\C)CC(=O)Nc1ccc(OCc2ccccc2)cc1,-16,-2,-5,33,-3,10,3,16,16
COc1ccccc1N1CCN(C2CCCN(Cc3cccc(O)c3)C2)CC1 (stereo not drawn),-9,-7,5,14,3,-4,-3,-2,24
